Screening data (PubChem)
TPT1 inhibitor = inhibitors of Candida albicans tRNA 2'-phosphotransferase TPT1. recombinant caTPT1, FP RNA substrate dephosphorylation. actives 0.81% (n = 300,000). inhibition, % at 5 µM;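 active = inhibition above the mean of all tested compounds plus 3 SD, set per screening campaign, cut at about 24% in these data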;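 also: plate controls were DMSO alone for no effect and ferristatin control at 100 nM for full effect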
Yeast superoxide = lowers age-related superoxide in aged yeast cells | S. cerevisiae aged cells, superoxide DHE fluorescence; stronger effect = lower value | superoxide response (% of plate mean), % at 10 µM | actives 0.18% (n = 330,000) | AID 2690;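 active = superoxide response under a set limit, about three screen SD below normal, cut at about 65% in these data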;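 also: yeast aged for seven days with compound at 30 °C before DHE staining; 100% = average MFI of all compound-treated wells on the plate with controls excluded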
EBNA-1 inhibitor = blocks EBNA-1 binding to DNA | EBNA-1 DNA binding, fluorescence polarization | inhibition, % at 14.8 µM | actives 0.34% (n = 300,000) | AID 1950; in the data active = inhibition above about 28%
CTSL1 counter = cathepsin L1 inhibition, PFM18AAP counter-screen; actives 0.49% (n = 300,000); recombinant F. hepatica cathepsin L1, Z-Leu-Arg-MCA fluorescence; AID 1906; inhibition, % at 5.96 µM;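 active = inhibition above the mean of all tested compounds plus 3 SD, set per screening campaign, cut at about 17% in these data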;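 also: 0% = plate median of test compound wells and 100% = 1 µM Z-Phe-Ala-diazomethylketone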
HCV core dimer = blocks dimerization of HCV core protein. TR-FRET GST/Flag-core106 dimerization, 1536-well. inhibition, % at 5 µM. actives 0.33% (n = 300,000). AID 1899;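 active = inhibition above the mean of all tested compounds plus 3 SD, set per screening campaign, cut at about 45% in these data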
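Assay system: GST-tagged and Flag-tagged HCV core protein residues 1-106 / Times: compound-protein-antibody incubation 4 h at 22.5 °C / Signal: time-resolved FRET, ex 340 nm, em 617 and 671 nm / Evaluation: % inhibition based on acceptor/donor emission ratio / Benchmarks: wells lacking GST-core106 and wells with excess unlabelled core106 / Repeats: singlicate, one well per compound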
PP5 primary = inhibitors of human protein phosphatase 5 (PP5); P53041; purified PP5c, OMFP substrate fluorescence; inhibition, % at 6.7 µM; actives 0.18% (n = 320,000); AID 1987;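 active = inhibition above the campaign's mean inhibition across all tested compounds plus 3 SD, cut at about 9.5% in these data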;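 also: 0% = DMSO only and 100% = 100 µM cantharidin control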
ZTA counter = counter-screen for EBNA-1 inhibitors: inhibitors of Epstein-Barr virus ZTA. P03206. ZTA-DNA binding, fluorescence polarization. inhibition, % at 11 µM. actives 0.15% (n = 320,000). AID 2234; in the data active = inhibition above about 33%
Target sequence (P03206 whole entry, looked up): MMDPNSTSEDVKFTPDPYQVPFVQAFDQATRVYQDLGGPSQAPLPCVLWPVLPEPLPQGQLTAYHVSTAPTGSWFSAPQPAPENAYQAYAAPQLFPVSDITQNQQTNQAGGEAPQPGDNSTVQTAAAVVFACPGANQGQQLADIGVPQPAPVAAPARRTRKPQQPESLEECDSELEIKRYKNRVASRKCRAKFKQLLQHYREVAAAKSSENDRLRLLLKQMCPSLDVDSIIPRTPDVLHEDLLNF
GASC-1 inh = inhibitors of human GASC-1 (JMJD2C) demethylase. actives 0.069% (n = 330,000). inhibition, % at 2.35 µM. Q9H3R0. GST-JMJD2C(1-420) H3K9me3 demethylation, DELFIA europium;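 active = more than half of a compound's replicate wells show inhibition beyond 50%, single wells judged on their own value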;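 also: signal counts dimethyl H3K9 product captured on neutravidin plate; 0% = median of DMSO wells and 100% = 0.3 times that DMSO median; strong numbers were not always called active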
Target sequence (Q9H3R0 1-420 limits assumed): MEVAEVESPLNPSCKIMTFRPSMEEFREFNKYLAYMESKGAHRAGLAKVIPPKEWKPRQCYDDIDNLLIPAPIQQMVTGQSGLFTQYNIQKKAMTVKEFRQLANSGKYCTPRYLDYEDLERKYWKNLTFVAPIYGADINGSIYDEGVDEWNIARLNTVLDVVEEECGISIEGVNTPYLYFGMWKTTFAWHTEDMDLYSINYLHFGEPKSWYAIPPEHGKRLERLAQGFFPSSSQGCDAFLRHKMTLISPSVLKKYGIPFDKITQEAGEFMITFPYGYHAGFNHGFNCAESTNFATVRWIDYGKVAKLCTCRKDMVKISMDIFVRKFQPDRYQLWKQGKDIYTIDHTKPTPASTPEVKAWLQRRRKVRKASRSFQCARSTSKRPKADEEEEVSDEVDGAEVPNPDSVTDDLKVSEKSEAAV
PP1 inh = PP1-alpha (human) inhibition in PP5 counter-screen. purified PP1alpha, OMFP fluorescence. actives 0.9% (n = 320,000). P62136. inhibition, % at 6.7 µM;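 active = inhibition above the mean inhibition of all tested compounds plus 3 SD, computed separately for each screening campaign, cut at about 15% in these data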
Target sequence (P62136 whole entry, looked up): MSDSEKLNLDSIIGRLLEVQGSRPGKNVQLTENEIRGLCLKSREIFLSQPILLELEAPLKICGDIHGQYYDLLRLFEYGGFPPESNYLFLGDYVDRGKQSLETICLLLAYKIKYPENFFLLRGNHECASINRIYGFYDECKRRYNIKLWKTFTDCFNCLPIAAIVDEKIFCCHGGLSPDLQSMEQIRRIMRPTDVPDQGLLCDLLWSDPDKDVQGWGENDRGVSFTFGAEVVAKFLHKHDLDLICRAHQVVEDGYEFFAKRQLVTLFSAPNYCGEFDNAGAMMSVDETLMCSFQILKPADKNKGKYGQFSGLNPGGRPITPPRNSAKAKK
Active calls of the source: *; / = not tested or not shown.

SMILES	TPT1 inhibitor	Yeast superoxide	EBNA-1 inhibitor	CTSL1 counter	HCV core dimer	PP5 primary	ZTA counter	GASC-1 inh	PP1 inh
COc1ccc(/C=C/C(=O)c2oc3ccc(F)cc3c2C)cc1	1	99	3	6	-9	-1.4	7	-8	-3
CCOC(=O)c1c(-c2ccc(C)s2)csc1NC(=O)c1cccs1	0	88	-9	7	1	-0.2	-6	-6	0
Cc1cccnc1NC(=O)C1CCCN1S(=O)(=O)c1ccc(Cl)cc1 (centres undefined)	-1	91	0	1	0	0.7	1	6	-2
CCCCCC1CCC(C(=O)NCCN2CCOCC2)CC1 (centres undefined)	-3	108	10	4	-7	0.3	-4	21	-1
CCOC(=O)N1CCN(C(=O)c2ccc3c(c2)N(Cc2cc(C)ccc2C)C(=O)c2ccccc2S3=O)CC1 (centres undefined)	0	91	2	3	-2	1.8	-5	5	1
CSCC[C@H](NC(=O)c1cc([N+](=O)[O-])ccc1Cl)c1nc2ccccc2[nH]1	4	107	14	4	14	0.9	5	-3	-3
O=C(Nc1ccc(F)cc1F)Nc1ccc(F)cc1F	-2	109	6	1	0	1.9	-3	0	0
CC1=C(C(=O)OCc2ccccc2)C(c2ccccc2)NC(=O)N1 (centres undefined)	-2	100	-12	-1	-5	2.2	-9	-7	-1
O=C1CCCN1CCCNc1ncnc2c1[nH]c1ccccc12	0	109	-4	-2	0	1.2	0	12	-1
COC(=O)c1c(C)oc(C)c1S(=O)(=O)N1CCCCC1	-3	104	0	0	-6	0.9	-6	8	-5
Cc1cc(C)c(OCCCCNCc2ccccc2)c(Cl)c1	-1	88	5	0	-1	-2.2	16	-24	0
COc1ccc(C(C)=O)cc1COc1ccc(Cl)cc1Cl	-2	108	1	1	-1	3.1	12	-24	0
O=C(NCc1ccccc1)C1=C[C@H](c2ccc(Br)cc2)C[C@H](OCc2ccc(CO)cc2)O1	-1	95	-5	-1	-9	1.8	0	-8	1
CC(C)Cn1c(N)c(C(=O)CSc2nnnn2C)c(=O)n(C)c1=O	-4	99	-6	0	-4	2.7	9	-6	-5
CCCCNC1=C(Br)C(=O)CC(C)(C)C1	-3	97	-2	2	-11	3.2	-14	-2	-1
Cc1ccccc1-n1nc(CSc2nc3ccccc3[nH]2)c(-c2ccccc2)c1N	-1	104	-3	1	3	0.4	6	-6	-3
COCCn1c(C)cc(C(=O)CSc2nc3ccccc3c(=O)n2C(C)COC)c1C (centres undefined)	0	111	-13	2	8	6.0	-14	8	3
Cc1c(OC(C)C(=O)NCCCN2CCOCC2)ccc2c3c(c(=O)oc12)CCC3 (centres undefined)	1	102	1	-3	-5	-0.3	-5	60	-4
COc1ccc(/C=C/C(=O)NCc2c(C)nn(C)c2C)cc1COc1ccc(Br)cc1	-1	94	13	-2	6	0.8	0	-15	1
COCCNC(=O)/C(C#N)=C/c1c(N2CCN(C)CC2)nc2ccccn2c1=O	0	107	-15	-2	-11	1.6	-2	4	11
COc1cccc(OC)c1C(=O)NC(=O)Oc1c(F)cccc1F	-3	93	-5	4	-9	-0.4	-5	-14	1
COc1ccc(C(C[N+](=O)[O-])c2c(-c3ccccc3)cc3ccccn23)c(OC)c1 (centres undefined)	9	99	9	-1	12	-2.5	11	-7	17*
CCOc1ccc(N=C(/C(C(=O)C(=O)N2CCOCC2)=C(\O)c2ccccc2)c2ccccc2)cc1	2	120	2	-4	1	2.9	-8	4	0
Cc1ccc(SC(C)C(=O)Nc2ccncc2)cc1 (centres undefined)	-4	87	2	-3	-1	0.6	0	26	-1
O=C(Cc1c(O)c2ccccc2oc1=O)c1ccc(C(F)(F)F)cc1	-5	112	-10	-1	-3	2.9	-33	22	2

Whole records from above:
O=C(Cc1c(O)c2ccccc2oc1=O)c1ccc(C(F)(F)F)cc1 across the screens: TPT1 inhibitor: -5; Yeast superoxide: 112; EBNA-1 inhibitor: -10; CTSL1 counter: -1; HCV core dimer: -3; PP5 primary: 2.9; ZTA counter: -33; GASC-1 inh: 22; PP1 inh: 2
CCOC(=O)N1CCN(C(=O)c2ccc3c(c2)N(Cc2cc(C)ccc2C)C(=O)c2ccccc2S3=O)CC1 (centres undefined) across the screens: TPT1 inhibitor: 0; Yeast superoxide: 91; EBNA-1 inhibitor: 2; CTSL1 counter: 3; HCV core dimer: -2; PP5 primary: 1.8; ZTA counter: -5; GASC-1 inh: 5; PP1 inh: 1

The main list resumes, repeating the 4 entries before the break.
SMILES	TPT1 inhibitor	Yeast superoxide	EBNA-1 inhibitor	CTSL1 counter	HCV core dimer	PP5 primary	ZTA counter	GASC-1 inh	PP1 inh
COc1ccc(C(C[N+](=O)[O-])c2c(-c3ccccc3)cc3ccccn23)c(OC)c1 (centres undefined)	9	99	9	-1	12	-2.5	11	-7	17*
CCOc1ccc(N=C(/C(C(=O)C(=O)N2CCOCC2)=C(\O)c2ccccc2)c2ccccc2)cc1	2	120	2	-4	1	2.9	-8	4	0
Cc1ccc(SC(C)C(=O)Nc2ccncc2)cc1 (centres undefined)	-4	87	2	-3	-1	0.6	0	26	-1
O=C(Cc1c(O)c2ccccc2oc1=O)c1ccc(C(F)(F)F)cc1	-5	112	-10	-1	-3	2.9	-33	22	2
CCOc1ccccc1NC(=O)c1cccc(S(=O)(=O)N(Cc2ccccc2)c2ccccc2OC)c1	-3	91	-1	-2	17	1.3	-5	-3	4
Cc1ccc(-c2csc(NCCn3c(C(F)(F)F)nc4ccccc43)n2)cc1	2	91	4	2	-3	5.8	0	-1	3
Cc1ccc(-c2noc(CCCC(=O)Nc3cccnc3)n2)cc1	-1	113	-21	0	-2	3.8	-6	8	-3
CCCS(=O)(=O)N1CCCC(C(=O)NCCCN2CCCC2=O)C1 (centres undefined)	1	97	-18	-5	0	1.4	10	-10	0
O=C(COC(=O)c1ccc([N+](=O)[O-])cc1Cl)Nc1cccnc1Cl	4	86	-11	1	-3	-2.9	-12	-2	-3
COc1ccc(N2CCN(C(=O)Cn3nnc(-c4ccccc4N)n3)CC2)cc1	-1	144	-4	-11	3	-1.4	5	0	-7
O=C(COC(=O)CCc1c[nH]c2ccccc12)NCc1ccccc1	0	91	3	-7	-4	-0.5	7	-1	0
COc1cc(C2(c3ccc(O)c(OC)c3)C(=O)N(C)c3ccc(C)cc32)ccc1O	-1	96	-7	-1	1	0.9	-7	4	-2
O=C(O)c1cccc(N2C(=O)C3C4C=CC(C4=C(c4ccccc4)c4ccccc4)C3C2=O)c1 (centres undefined)	-2	96	11	5	26	-1.3	0	9	1
COc1ccc(CNC(=O)C2CCC(CNC(=O)[C@@H]3Cc4ccccc4CN3)CC2)cc1 (some centres undefined)	1	115	-14	-3	-1	3.6	15	-26	7
COC(=O)CNC(=O)COC(=O)c1cc(Cl)cc(Cl)c1N	2	98	-3	1	-1	3.4	-8	-1	-4
O=C(CCN1C(=O)/C(=C\C=C\c2ccccc2)SC1=S)Nc1cccc(C(=O)O)c1	13	100	11	3	27	3.8	16	3	12
CCc1cc2c(=O)c(-c3nc4ccccc4n3C)c(C)oc2c(CN2CCN(CCO)CC2)c1O	3	106	1	-1	0	0.5	-4	0	-3
COC(=O)c1ccccc1NC(=O)NC1CC1	-5	89	2	-4	10	2.7	-12	-3	-2
Cc1cccc(NC(=O)c2ccccc2-c2ccccc2)c1	-1	127	-8	7	-5	-0.4	18	22	1
CC(=O)N(c1ccccc1)c1nc(C)cc(C)c1C#N	-2	100	-6	-1	-4	-2.4	-3	-5	1
Cc1ccnc(NC(=O)c2ccc(S(=O)(=O)NCc3ccco3)cc2)c1	-2	98	6	0	1	-0.5	3	1	-1
CCN(Cc1ccncc1)C(=O)CCc1nnc(CCc2ccc(OC)cc2)o1	1	102	-1	-1	0	1.0	-2	-12	-2
CCOc1ccc(CCNC(=O)C2CCN(c3nn4c(=O)cc(C)nc4s3)CC2)cc1OCC	12	91	2	0	7	4.2	0	4	-2
O=C1NC(Cc2ccccc2)C(=O)Nc2ccc(Br)cc21 (centres undefined)	-1	94	3	-2	-1	3.2	-4	-7	0
CCOC(=O)C1(C/C(C)=N/NC(N)=O)CC(C)(C)OC1=O (centres undefined)	-4	90	6	9	-4	0.5	7	-9	-4
COc1cc(O)c(C(CC(=O)N2CCN(c3ccccc3)CC2)c2ccc(N(C)C)cc2)c(OC)c1 (centres undefined)	-1	98	-8	5	-11	4.0	-3	-4	2
O=C(COC(=O)c1ccc(F)c(S(=O)(=O)N2CCOCC2)c1)NC1CCCCC1	/	106	/	/	/	-3.3	13	9	-2
Cc1cccc(-n2c(SCC(=O)O)nc3sc4c(c3c2=O)CCC4)c1	1	110	-2	1	-4	1.4	-7	-6	-2
Cc1nnc(SCC(=O)N2CCc3ccccc32)n1-c1ccccc1	-2	116	-3	-3	1	-0.7	-3	6	-4

Part of the list above, limited to ZTA counter:
smiles	ZTA counter
CCN(Cc1ccncc1)C(=O)CCc1nnc(CCc2ccc(OC)cc2)o1	-2
CCOc1ccc(CCNC(=O)C2CCN(c3nn4c(=O)cc(C)nc4s3)CC2)cc1OCC	0
O=C1NC(Cc2ccccc2)C(=O)Nc2ccc(Br)cc21 (centres undefined)	-4
CCOC(=O)C1(C/C(C)=N/NC(N)=O)CC(C)(C)OC1=O (centres undefined)	7
COc1cc(O)c(C(CC(=O)N2CCN(c3ccccc3)CC2)c2ccc(N(C)C)cc2)c(OC)c1 (centres undefined)	-3
O=C(COC(=O)c1ccc(F)c(S(=O)(=O)N2CCOCC2)c1)NC1CCCCC1	13

(listing goes on)
SMILES	TPT1 inhibitor	Yeast superoxide	EBNA-1 inhibitor	CTSL1 counter	HCV core dimer	PP5 primary	ZTA counter	GASC-1 inh	PP1 inh
CSc1ccc(CN(C)CC(=O)NC(=O)NCCC2=CCCCC2)cc1	/	76	/	/	/	3.8	3	3	2
O=S(=O)(N1CCCCC1)N1CCN(c2ccc(F)cc2)CC1	3	125	-10	-5	-4	1.5	3	9	-2
O=C(CNC(=O)c1ccc(Br)o1)NCc1ccccc1	-4	86	12	4	-8	0.1	0	21	-1
COc1ccc(CCN2CC(C(=O)N(C)CCn3nc(C)cc3C)CCC2=O)cc1 (centres undefined)	1	106	-3	0	4	1.3	15	9	-2
CCCNC(=O)c1ccccc1NS(=O)(=O)c1ccc2c(c1)OCCO2	-2	94	10	-4	5	-2.2	8	-5	-3
COc1cc2c(cc1OC)C(=S)NC1(CCCC1)C2	0	92	4	0	1	4.5	1	-30	-3
CSCc1nnc(NC(=O)c2ccc(S(=O)(=O)N(C)C)cc2)o1	1	86	9	-1	-16	1.4	3	6	6
